E-sel inducer: E-selectin induction on HUVECs | P16581 | HUVEC E-selectin immunofluorescence imaging; normalized: neutral wells 0, TNF-alpha wells 100 | activation, % at 7.58 µM | 260,000 compounds, 0.37% hits | AID 686992;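 active = mean E-selectin-positive cell signal at least 10% of the positive control, reached in at least 60% of replicates, without over 20% cell loss; inconclusive = no rule given, readout overlaps actives, possibly toxicity-flagged; inactive = the rest, including those meeting only one limit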;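 note: in these data hits start at about 27%; measured in HUVEC primary endothelial cells; signal is the percent of cells scored E-selectin positive by PE staining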
Target sequence (P16581 whole entry, looked up): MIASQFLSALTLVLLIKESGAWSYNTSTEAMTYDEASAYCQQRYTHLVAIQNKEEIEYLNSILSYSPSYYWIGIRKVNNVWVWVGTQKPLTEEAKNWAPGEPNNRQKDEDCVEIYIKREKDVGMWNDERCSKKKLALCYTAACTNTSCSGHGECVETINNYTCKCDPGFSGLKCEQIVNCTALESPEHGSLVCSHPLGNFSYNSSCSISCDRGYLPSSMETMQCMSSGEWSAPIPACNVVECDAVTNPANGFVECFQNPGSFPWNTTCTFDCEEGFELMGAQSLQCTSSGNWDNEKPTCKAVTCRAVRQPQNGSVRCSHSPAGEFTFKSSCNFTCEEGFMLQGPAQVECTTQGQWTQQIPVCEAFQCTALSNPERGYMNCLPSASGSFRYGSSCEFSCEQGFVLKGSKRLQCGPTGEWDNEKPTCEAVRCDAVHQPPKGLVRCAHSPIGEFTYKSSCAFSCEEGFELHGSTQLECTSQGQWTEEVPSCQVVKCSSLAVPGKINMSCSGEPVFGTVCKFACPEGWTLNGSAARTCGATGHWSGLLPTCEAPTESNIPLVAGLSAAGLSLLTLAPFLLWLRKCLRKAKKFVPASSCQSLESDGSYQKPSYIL
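System: HUVEC, human umbilical vein endothelial cells; quantity: 3,000 cells/well; buffer or medium: EGM-2 medium, gelatin-coated wells; dosing: single-point compound dose; detection: immunofluorescence imaging; evaluation: % PE-positive cells; benchmarks: TNF-alpha, DMSO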
PglD DTNB: blocks C. jejuni PglD acetyltransferase activity. 360,000 compounds, 0.098% hits. inhibition, % at 12.5 µM. purified PglD enzyme, DTNB colorimetric CoA detection; in the data active = inhibition above about 16%, passing the limit was not always enough; inconclusive = no clear call, values can overlap the other calls; note: strong numbers were not always called active
RAD52 inh: RAD52 (human) annealing inhibition; 360,000 compounds, 0.46% hits; recombinant RAD52 DNA annealing, FRET fluorescence; inhibition, % at 18.7 µM; P43351;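 active = every replicate showing at least 50% inhibition; inconclusive = mean inhibition at least 50% but not in every replicate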
ERp5 block: ERp5 (human) disulfide isomerase inhibition; inhibition, % at 9.99 µM; ERp5 insulin aggregation, absorbance 650 nm, 90 min; Q15084; 350,000 compounds, 0.05% hits;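 active = mean replicate inhibition above about 25%, with every replicate also reaching it, limit read from the data, passing the limit was not always enough; inconclusive = only one of those two criteria met; inactive = neither criterion met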
Target sequence (Q15084 whole entry, looked up): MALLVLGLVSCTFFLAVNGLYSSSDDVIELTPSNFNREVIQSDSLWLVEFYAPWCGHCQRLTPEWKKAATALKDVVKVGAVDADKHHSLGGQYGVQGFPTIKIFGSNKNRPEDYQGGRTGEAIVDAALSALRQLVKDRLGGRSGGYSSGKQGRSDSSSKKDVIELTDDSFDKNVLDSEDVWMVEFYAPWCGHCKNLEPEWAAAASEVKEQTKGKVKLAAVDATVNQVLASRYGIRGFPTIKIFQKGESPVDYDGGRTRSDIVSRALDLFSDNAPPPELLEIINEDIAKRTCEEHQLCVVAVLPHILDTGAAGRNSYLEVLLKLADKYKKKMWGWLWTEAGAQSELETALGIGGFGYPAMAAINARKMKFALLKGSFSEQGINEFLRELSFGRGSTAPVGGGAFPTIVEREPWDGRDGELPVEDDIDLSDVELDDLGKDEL
ARNT-TACC3 inh: disruptors of human ARNT/TACC3 interaction. Q9Y6A5. 390,000 compounds, 0.66% hits. inhibition, % at 9.99 µM. AlphaScreen His-ARNT PAS-B/GST-TACC3 binding, luminescence; TACC3 fragment carries E629A point mutation;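 active = mean inhibition of replicates at least 50% and at least half of replicates each reaching 50%; inconclusive = half or more replicates reach 50% but mean below 50%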;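 note: 0% = complete ARNT plus TACC3 wells and 100% = ARNT alone without TACC3; many hits fall short of the cut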
RAD54 branch: blocks human RAD54 Holliday junction branch migration | Q92698 | FAM/BHQ fluorescence | inhibition, % at 10.4 µM | 360,000 compounds, 0.14% hits;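 active = mean normalized replicate activity at least 40 and at least half of replicates scoring 40 or more; inconclusive = only one of the two criteria met; inactive = mean below 40 and under half of replicates reaching 40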;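 note: 0% = median of neutral control wells and 100% = median of positive control wells; inhibitors cause a drop in the FAM fluorescence signal; in these data hits start at about 50%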
Casp6 inh: inhibitors of human caspase-6 | P55212 | inhibition, % at 12.5 µM | purified caspase-6, Z-VEID-R110 cleavage fluorescence | 350,000 compounds, 0.53% hits;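 active = mean inhibition across replicates at least about 35%, with every replicate also reaching that limit, limit read from the data; inconclusive = only one of the two criteria met; inactive = neither criterion met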;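 note: 0% = median of neutral control wells and 100% = no fluorescence left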
esBAF inh: blocks esBAF chromatin remodeling in mouse ES cells; Bmi1-luciferase knock-in reporter, 24 h; 100% = twice the neutral-well signal; reporter increase, % at 12.5 µM; 350,000 compounds, 2% hits; AID 602393; in the data active = activation above about 40%; inconclusive = no clear call, values can overlap the other calls;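 note: 0% = median of the plate's neutral control wells and 100% = double that signal; a rise in the Bmi1 reporter signal indicates esBAF inhibition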
Active calls of the source: *; ? = inconclusive; . = not tested or not shown; & = joins results of further samples.

SMILES	E-sel inducer	PglD DTNB	RAD52 inh	ERp5 block	ARNT-TACC3 inh	RAD54 branch	Casp6 inh	esBAF inh
C=CCC[C@@H](Cc1ccc(F)cc1)C(=O)OC[C@H](Cc1c[nH]c2ccccc12)NC(=O)[C@@H](CC=C)CC(=O)N[C@@H](CO)Cc1ccccc1	0.4	2	-3	-1	0	-3	-4	1
O=C(NCCc1ccc(F)cc1)c1n[nH]c2ccccc12	6.6	.	-5	-7	4	.	1	.
COc1ccc(-c2cn3cc(C)ccc3n2)cc1OC	.	-2	.	.	4	19	.	-51
C[C@@H]1CCCCO[C@H](CN(C)C(=O)NC2CCCCC2)[C@H](C)CN([C@@H](C)CO)C(=O)c2cc(NC(=O)Nc3ccc(F)cc3)ccc2O1	.	0	-54	-4	7	7	2	3
CN1C(=O)c2cc(NC(=O)C3CCCCC3)ccc2OC[C@@H]2O[C@H](CC(=O)NCc3ccccc3F)CC[C@@H]21	-0.1	-2	7	1	-6	5	1	5
Nc1nc(SCC(=O)Nc2ccc(OCc3ccccc3)cc2)n[nH]1	.	-5	-7	6	-2	-13	-1	9
COc1cc(NS(=O)(=O)c2ccc(NC(=O)c3ccc(F)cc3)cc2)ncn1	.	0	16	5	6	-4	-1	-4
Cc1ccc(NC(=O)NC(=O)c2ccccc2)cc1F	.	3	.	.	-3	-17	.	?
Cc1cccc(N2C(=O)CS/C2=N\NC(=O)c2ccc(Cl)cc2)c1C	.	9	.	.	-7	-4	.	11
O=C(c1ccc(F)c(S(=O)(=O)N2CCOCC2)c1)N(CCc1ccccc1)Cc1ccccc1	4.6	.	1	-5	-4	.	-1	1
Cc1ccc(-c2cc(C(=O)Nc3cc(C)on3)c3ccccc3n2)c(C)c1	0.4	.	-23	4	-7	-8	1	2
CC(C)CN(C#N)c1nc(N2CCOCC2)nc(N2CCOCC2)n1	.	-3	.	.	3	-6	.	-29
CCCCNC(=O)CSc1nc2c(sc(=S)n2-c2cc(Cl)ccc2OC)c(=O)[nH]1	?	1	-8	-3	-2	-12	3	1
CCc1cccc(OCCCCNCCCOC)c1	.	-4	-3	4	1	0	5	-6
C[C@H]1CN([C@@H](C)CO)S(=O)(=O)c2ccc(Br)cc2O[C@H]1CN(C)Cc1ccccc1	-0.1&-0.2	-3&-1&2	-4&-3&6	7&-2&8	-2&-3	3&2&-11	1&-1&-3	-2&-2&-1
Cc1cc(S(=O)(=O)N2CCOCC2)ccc1OCC(=O)Nc1ccc(Br)cc1F	.	5	-14	-5	-2	-9	1	2
c1ccc(Cc2noc(CN3CCN(Cc4ccc5c(c4)OCO5)CC3)n2)cc1	.	.	-11	0	6	.	-2	.
CCCC#Cc1cnc2c(c1)C(=O)N([C@@H](C)CO)C[C@@H](C)[C@@H](CN(C)C(=O)c1ccc3c(c1)OCO3)O2	0.5	1	-4	-1	-4	2	-7	6
COc1ccc(CNC(=O)CCSc2ccc(F)cc2)cc1OC	0.4	.	-2	4	-7	.	-1	.
Cc1ccc(S(=O)(=O)Nc2ccc3c(c2)CC(=O)N([C@@H](C)CO)C[C@@H](C)[C@H](CN(C)C(=O)Nc2c(C)noc2C)O3)cc1	-0.1	2	-5	17	-3	1	.	-5
Cn1c(=O)c2c(nc(Oc3cccc(Br)c3)n2C)n(C)c1=O	0.3	6	-4	-10	-2	-11	-1	-6
CC(C)N1CCC(C)(C(=O)Nc2cccc3c2CCCC3)C1 (centres undefined)	0.2	-1	-23	4	.	-7	-2	1
CCOC(=O)c1ccc(NC(=O)CSc2ccc(-c3ccncc3)nn2)cc1	.	-7	-28	0	-6	-2	3	18
Cc1cc(F)ccc1S(=O)(=O)N1CCCOC1CNC(=O)C(=O)NCCC1=CCCCC1 (centres undefined)	.	.	-6	-1	4	.	-1	.
COc1ccc2c(c1OC)C(=O)N1c3ccccc3C(=O)N(c3ccc(F)cc3)C21 (centres undefined)	.	-6	.	.	-5	-19	.	-14

Reformatted: results already given.
SMILES: Cc1ccc(S(=O)(=O)Nc2ccc3c(c2)CC(=O)N([C@@H](C)CO)C[C@@H](C)[C@H](CN(C)C(=O)Nc2c(C)noc2C)O3)cc1
- E-sel inducer: -0.1
- PglD DTNB: 2
- RAD52 inh: -5
- ERp5 block: 17
- ARNT-TACC3 inh: -3
- RAD54 branch: 1
- Casp6 inh: .
- esBAF inh: -5

SMILES: Cn1c(=O)c2c(nc(Oc3cccc(Br)c3)n2C)n(C)c1=O
- E-sel inducer: 0.3
- PglD DTNB: 6
- RAD52 inh: -4
- ERp5 block: -10
- ARNT-TACC3 inh: -2
- RAD54 branch: -11
- Casp6 inh: -1
- esBAF inh: -6

Next section:
SMILES	E-sel inducer	PglD DTNB	RAD52 inh	ERp5 block	ARNT-TACC3 inh	RAD54 branch	Casp6 inh	esBAF inh
COc1ccc(-c2cc(C(=O)Nc3cc(OC)c(OC)c(OC)c3)[nH]n2)c(C)c1	-0.3	-1	9	2	.	6	1	4
CC(C)NC(=O)Nc1ccc2c(c1)C(=O)N([C@@H](C)CO)C[C@@H](C)[C@@H](CN(C)Cc1ccc(-c3ccccc3)cc1)O2	-0.4	4	23	-3	.	3	-2	-1
COc1ccc(OC)c(NC(=O)CCN2CCN(CCO)CC2)c1	.	2	0	-3	-5	-3	-6	0
COc1ccc(-c2nn(-c3ccccc3)cc2CNCc2cccnc2)c(F)c1	2.6	.	-127	1	2	.	-4	.
O=c1c2ccccc2[nH]c(=S)n1CCCn1ccnc1	0.0	1	-3	1	-6	-2	0	4
CCOc1ccc(NC(=O)CN2CCc3ccccc3C2)cc1	.	8	-23	3	-1	-7	1	-2
CC(=O)NC(CC(=O)OCC(=O)Nc1ccc2c(c1)OCO2)c1ccccc1 (centres undefined)	.	-3	-5	2	-1	0	0	2
CCOC(=O)/C=C/C(=O)OCc1csc(CC(=O)Nc2ccccc2C)n1	.	1	-21	4	-5	-2	-3	1
Cc1cccc(C(=O)NCCNC(=O)c2cccnc2)c1	0.4	3	-5	4	.	-8	1	2
COc1ccc([N+](=O)[O-])cc1-n1cccc1	-0.2	.	-1	-1	-1	.	2	.
C[C@@H]1CN([C@H](C)CO)C(=O)c2cccc(NC(=O)c3cnccn3)c2O[C@@H]1CN(C)Cc1ccccc1	0.0	7	-43	0	41	-2	5	-7
Cc1ccc(-n2nnnc2Sc2nc([N+](=O)[O-])nn2C)cc1	1.5	0	-6	1	-19	2	8	.
CCOC(=O)C1(C(=O)OCC)CCN(S(=O)(=O)c2ccccc2)CC1	-0.1	.	-9	-3	.	.	2	3
CN1C(=O)c2cc(NC(=O)Nc3ccccc3Cl)ccc2OC[C@@H]2O[C@H](CC(=O)NCCCN3CCOCC3)CC[C@@H]21	-0.2	3	8	1	-5	3	-13	1
Cc1noc(C)c1NC(=O)N(C)C[C@H]1OCCCC[C@@H](C)Oc2ccc(NC(=O)NC3CCCCC3)cc2C(=O)N([C@@H](C)CO)C[C@H]1C	.	-2	-9	-1	-6	0	-1	-2
CCOc1ccccc1CN1CCNC(=O)C1CC(=O)NCCC1=CCCCC1 (centres undefined)	.	1	-33	-1	-7	-4	-1	.
CCOC(=O)C1CCCN(C(=O)CCCOc2cc(=O)n(C)c3ccccc23)C1 (centres undefined)	.	2	.	.	-6	-5	.	1
O=C(CSc1nnc(NC(=O)c2ccco2)s1)Nc1ccc2c(c1)OCCO2	?	4	-9	-3	0	2	-2	3
Cc1ccc(-n2ccn(CC(=O)NCCc3ccccc3)c(=O)c2=O)cc1C	-0.1	11	7	.	3	-9	-2	28
COC(=O)c1cc(NC(=O)c2cccc(C(F)(F)F)c2)c(=O)oc1C	.	.	-23	0	-29	.	1	.
CCOc1ccc(N2CC(=O)SC2=S)cc1	.	.	-10	-2	3	.	-3	1
CCOC(=O)N1CCN(c2ccc(S(=O)(=O)N(Cc3ccccc3)Cc3ccccc3)cn2)CC1	.	5	.	.	6	-1	.	-26
O=C(Nc1cccnc1)C1CCCN(c2ncnc3c2nc2n3CCCCC2)C1 (centres undefined)	.	-1	2	-1	-4	2	-6	2
Cc1cccc(NC(=O)CN2CCC(NC(=O)C3CCCCC3)CC2)c1C	-0.2	.	-27	4	-6	.	-1	.
CCOC(=O)C1CCN(c2c(Nc3ccc4c(c3)OCCO4)c(=O)c2=O)CC1	0.1	0	-2	1	2	4	-1	-34
(cont.)
SMILES	E-sel inducer	PglD DTNB	RAD52 inh	ERp5 block	ARNT-TACC3 inh	RAD54 branch	Casp6 inh	esBAF inh
Cc1cccc(/C=C(\c2nc3ccccc3[nH]2)S(=O)(=O)c2ccccc2)c1	-0.1	.	-12	-13	-21	.	2	5
CCOc1ccc(N=C2SCC(=O)N2CC)cc1	0.3	7	-9	-1	-17	-8	-1	9
CNC(=O)CN(Cc1ccccc1)S(=O)(=O)c1ccc(Cl)cc1	.	-23	1	-1	-7	8	-26	-4
COc1ccc2nc(NC(=O)CSC(C)C(=O)Nc3cc(C)on3)sc2c1 (centres undefined)	1.3	-1	-22	2	6	3	1	-5
COc1cc([N+](=O)[O-])ccc1NC(=O)C[n+]1cccc(C)c1	.	6	.	.	-4	5	.	-7
Cc1ccc(-c2ccc3c(c2)O[C@@H](CN(C)Cc2ccncc2)[C@@H](C)CN([C@H](C)CO)S3(=O)=O)cc1	-1.0	7	-1	7	.	-4	1	-7
COc1ccc(CNC(=O)C2(C)Cc3c(-c4cccc(C(N)=O)c4)ccnc3O2)cc1OC (centres undefined)	0.8	-6	-17	-3	.	-5	-1	7
O=C(C[C@H]1CC[C@H]2[C@@H](COC[C@@H](O)CN2Cc2cccc(C(F)(F)F)c2)O1)NCCc1ccccc1	0.0	1	16	-23	-27	-1	1	11
COC(=O)C(CC#Cc1ccc2c(c1)[C@]1(C(=O)N2)[C@H](c2ccccc2OCCO)N2[C@H](c3ccccc3)[C@H](c3ccccc3)OC(=O)[C@H]2[C@@H]1C(=O)N1CCc2cc(OC)c(OC)cc2C1)C(=O)OC	.	-2	-13	-7	-1	-4	0	.
O=C(Nc1ccccc1Cl)c1ccc(-c2ccccn2)s1	13	.	9	0	-2	.	-3	82*
C[C@H](CO)N1C[C@H](C)[C@@H](CN(C)S(=O)(=O)c2ccccc2)Oc2ccc(NS(=O)(=O)c3cccs3)cc2C1=O	0.2&-0.1	-4	2&-44	-3&7	-1	3	0&-1	-1
CO[C@@H]1CN(C)C(=O)c2ccc(NC(=O)C3CC3)cc2OC[C@H](C)N(C(=O)Cc2ccccn2)C[C@@H]1C	-0.1	-4	-3	-2	6	-3	-1	3
COc1cc(C(=O)Nc2ccc(O)cc2)ccc1OC(C)=O	.	-1	.	.	-3	1	.	24
O=C(CN1C(=O)NC2(CCc3ccccc32)C1=O)Nc1ccccc1OC(F)F (centres undefined)	.	-3	-7	-8	-2	-8	0	0
COc1ccc(NC(=O)N(C)C[C@@H]2Oc3c(NS(=O)(=O)c4ccc(F)cc4)cccc3C(=O)N([C@@H](C)CO)C[C@@H]2C)cc1	-0.5	1	.	.	9	0	.	-1
CC(=O)N1[C@@H]2Cn3c(cccc3=O)[C@H]1[C@@H](C(=O)NC1CCCC1)[C@@H]2CO	-0.4	-1	7	-1	-4	-8	1	5
Cc1ccc(C)c(CSc2nnc(-c3cccs3)n2Cc2ccco2)c1	-0.8	3	.	.	4	3	.	-2
CN1C(=O)c2ccccc2Sc2ccc(NC(=O)N3CCCC3)cc21	.	-2	.	.	4	2	.	1
COc1cc(/C=N/NC(=O)COc2ccccc2[N+](=O)[O-])ccc1OC(=O)c1ccco1	.	.	2	0	0	.	0	.
C[C@@H]1CN([C@H](C)CO)C(=O)c2cc(-c3cccc(C#N)c3)cnc2O[C@@H]1CN(C)C(=O)c1ccccn1	2.8	1	-9	-3	4	8	-2	2

Source: PubChem (Broad Institute)

Compounds were not picked by outcome; any-hit rate near 3.2%.
